# NOD1 NF-kB reporter: inhibition of NOD1-driven NF-kB reporter – cell-based, luminescence, uHTS, primary screen (AID 1578); NOD1-driven NF-kB luciferase reporter cells, luminescence; higher % means a stronger effect; hit rate 1% among 290,000; inhibition, % at 4 µM, or EC50 in µM where a hit was titrated; in the data active = inhibition mostly above about 36%, no sharp cut-off; inactive = mostly below about 34%;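 also: HEK-293T reporter cells stimulated with the NOD1 agonist gamma-tri-DAP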
# UTI89 phage lysis: inhibition of K1F phage lysis, E. coli UTI89, bacterial capsule biogenesis inhibitors, alamar blue (AID 488966). E. coli UTI89 K1F phage lysis, alamar blue, 2 h; higher % means a stronger effect. inhibition, % at 100 µM; hits with a dose series show IC50 in µM. hit rate 0.02% among 340,000;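 active = phage lysis inhibition, versus mean bacterial control, above a set limit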;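 also: capsule biogenesis inhibitors block K1F phage lysis so surviving cells raise fluorescence; higher fluorescence means more inhibition of phage lysis; actives were called in the ten point dose series up to 300 µM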
# GPR55 beta-arrestin: selective activators of receptor GPR55 – imaging, U2OS cells, beta-arrestin-GFP redistribution, primary screen (AID 1961). U2OS GPR55 beta-arrestin-GFP redistribution imaging; higher % means a stronger effect. one-dose activation, % at 10 µM; EC50 in µM for titrated hits. hit rate 0.048% among 290,000;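 active = activation above 40% with more than 50 cells counted in the well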;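 also: U2OS osteosarcoma cells stably expressing GPR55 and beta-arrestin-GFP; plate controls were DMSO negative control for no effect and LPI positive control for full effect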
# KOR beta-arrestin-1: kappa opioid receptor activators – cell-based, luminescence, uHTS, primary screen (AID 1777) | hit rate 0.02% among 280,000 | one-dose activation, % at 10 µM; EC50 in µM for titrated hits | KOR beta-arrestin recruitment, luminescence; higher % means a stronger effect; in the data active = activation above about 50%, passing the limit was not always enough; also: a part of the inactive calls stands beside numbers as strong as those of hits
# NTR1 ag: NTR1-driven beta-arrestin-GFP spot formation – imaging, U2OS cells, high content, primary screen (AID 493036); P30989; agonist mode; activation, % at 20 µM; hit rate 0.17% among 330,000;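 active = activation at or above 40% of the spot to cytoplasm intensity ratio, with at least 20 cells analyzed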;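 also: 0% = DMSO without peptide and 100% = 100 nM NTR1 peptide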
# Target sequence (P30989 whole entry, looked up): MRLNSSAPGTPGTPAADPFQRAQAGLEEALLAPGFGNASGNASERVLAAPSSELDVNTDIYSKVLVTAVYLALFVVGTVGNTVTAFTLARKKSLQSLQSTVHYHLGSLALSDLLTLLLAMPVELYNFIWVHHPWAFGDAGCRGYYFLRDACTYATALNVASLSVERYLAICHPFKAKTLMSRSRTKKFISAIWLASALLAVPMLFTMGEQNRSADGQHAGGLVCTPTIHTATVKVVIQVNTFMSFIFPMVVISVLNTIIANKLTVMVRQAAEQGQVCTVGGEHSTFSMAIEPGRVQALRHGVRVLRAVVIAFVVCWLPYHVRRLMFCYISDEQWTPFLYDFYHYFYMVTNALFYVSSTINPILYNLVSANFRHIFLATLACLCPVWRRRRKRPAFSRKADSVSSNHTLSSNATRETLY
# GPR35 antagonists: inhibition of zaprinast-stimulated GPR35 beta-arrestin translocation – imaging, U2OS, beta-arrestin-GFP, zaprinast agonist, primary screen (AID 2058). U2OS GPR35 beta-arrestin-GFP translocation imaging, zaprinast antagonism; higher % means a stronger effect. one-dose inhibition, % at 10 µM; IC50 in µM for titrated hits. hit rate 0.052% among 290,000;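 active = inhibition of at least 50% with at least 30 cells and total cytoplasm GFP at most 10,000,000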
# KOR beta-arrestin-2: kappa opioid receptor blockers – cell-based, luminescence, uHTS (AID 1778); inhibition, % at 10 µM; hits with a dose series show IC50 in µM; hit rate 0.091% among 290,000; KOR beta-arrestin recruitment, luminescence, antagonist mode; higher % means a stronger effect; in the data active = inhibition above about 50%; also: strong numbers were not always called active
# GPR55 antagonists: GPR55 antagonists blocking LPI-driven arrestin recruitment, primary screen, imaging, U2OS, beta-arrestin-GFP, LPI agonist (AID 2013); hit rate 0.13% among 290,000; U2OS GPR55 beta-arrestin-GFP translocation imaging, LPI antagonism; higher % means a stronger effect; inhibition, % at 10 µM; hits with a dose series show IC50 in µM;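 active = spots per cell inhibited over 60%, with over 100 cells counted and total cytoplasm intensity under 500,000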;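 also: U2OS cells stably carrying GPR55 and arrestin-GFP stimulated by 5 µM LPI near EC80; imaged beta-arrestin-GFP aggregate spots per cell after agonist stimulation; plate controls were LPI-stimulated DMSO wells for no effect and DMSO wells without LPI for full effect; some results filed as inactive read as strong as hits; confirmed hits need IC50 under 10 µM and bright autofluorescent wells are also inconclusive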
# Rac1 GTP hydrolysis: MgcRacGAP GTPase-activating activity inhibitors, confirmation, biochemical, ADP Hunter fluorescence | MgcRacGAP-stimulated Rac1 GTP hydrolysis, ADP Hunter fluorescence; higher % means a stronger effect; GST-tagged Rac1 F28L mutant substrate | inhibition, % at 30 µM, or IC50 in µM where a hit was titrated | hit rate 0.6% among 340,000;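 active = first-screen hits whose inhibition reached a set limit at any dose in the follow-up dose series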;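 also: fluorescence reports GDP produced by GAP-driven GTP hydrolysis; strong numbers were not always called active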
# NTR1 ag cell count 20 µM: also measured in NTR1 ag; calls as there; cell count; measured here: cell count, cytotoxicity flag
# * hit, by the source's call; x = not tested or not shown; [ ] = remark or other dose. These rows are one share of the data; rates above refer to the full screens.
SMILES | NOD1 NF-kB reporter | UTI89 phage lysis | GPR55 beta-arrestin | KOR beta-arrestin-1 | NTR1 ag | NTR1 ag cell count 20 µM | GPR35 antagonists | KOR beta-arrestin-2 | GPR55 antagonists | Rac1 GTP hydrolysis
COc1ccc(CCNC(=O)c2ccccc2-c2ccccc2C(=O)O)cc1OC | -3.1% | 0.4% | -0.1% | -0.5% | -1.5 | 38 | 4.8% | 3.0% | 3.7% | 6.3%
CC(C)(C)NC(=O)Nc1ccc2nccnc2c1 | -41.2% | -0.1% | -0.1% | 5.8% | -1.3 | 48 | 5.8% | -15.3% | -4.9% | 12.6%
O=C(NC1CCCCC1)C1CCCN(c2nnnn2-c2ccccc2)C1 (stereo not drawn) | 7.3% | 1.3% | 0.3% | -3.2% | 2.8 | 86 | -8.6% | -12.2% | 8.5% | -0.6%
N#Cc1ccc(CSc2nnc(Cc3cccs3)n2Cc2ccco2)cc1 | -23.5% | -0.1% | -0.2% | -3.1% | -0.2 | 46 | 1.5% | 18.4% | 13.0% | 15.4%
COC(=O)c1sc(SC)c(S(=O)(=O)C(C)C)c1N/N=C(\C#N)S(=O)(=O)c1ccccn1 | -7.4% | 0.5% | 0.2% | 6.1% | 2.6 | 48 | 13.4% | 21.4% | 6.7% | 5.8%
COc1ccc(OC)c(NC(=O)CN(Cc2ccc(Cl)cc2)S(C)(=O)=O)c1 | -42.5% | -0.7% | 0.5% | 5.1% | 1.0 | 62 | -5.7% | -27.1% | 10.5% | 2.8%
COc1cc(SC)ccc1C(=O)NCc1ccccc1 | -13.1% | 4.2% | -0.3% | -0.2% | 0.4 | 53 | 20.7% | 19.2% | -6.5% | 3.7%
Brc1c(NC2=NCCN2)ccc2nccnc12 | -5.3% | x | 0.2% | -1.6% | 6.3 | 53 | 0.8% | -17.8% | 1.0% | x
COc1cccc(C(c2c(O)nc(SC)n(C)c2=O)c2c(O)nc(SC)n(C)c2=O)c1 | -27.4% | -0.2% | 0.6% | 2.1% | -0.2 | 97 | 2.3% | 21.9% | 8.2% | 3.1%
Cn1c(-c2ccc(F)cc2)cnc1SCC(=O)Nc1ccccc1N1CCOCC1 | -46.6% | -1.0% | -0.2% | -1.9% | 0.3 | 46 | -1.9% | 3.8% | 11.7% | 7.4%
Cc1ccc(C(=O)OCC(=O)Nc2ccccc2N2CCOCC2)cc1 | -7.1% | 1.3% | -0.2% | -2.8% | 3.6 | 32 | -1.9% | -34.2% | 9.3% | 14.2%
Cc1nc(N)sc1C(=O)Nc1ccccc1 | x | 1.0% | -0.1% | 1.5% | 0.2 | 51 | -4.9% | 28.5% | 12.1% | 2.7%
CCOc1ccc(C(C)NC(=O)C2CCC2)cc1 (stereo not drawn) | 21.5% | 1.1% | -0.2% | -1.7% | -0.5 | 56 | -6.6% | x | 5.2% | 1.3%
CCOc1ccc(Br)cc1S(=O)(=O)Nc1ccc(C(=O)Nc2ccccc2OC)cc1 | 8.4% | 1.5%[50 µM] | 0.1% | -1.8% | 1.6 | 61 | -1.2% | x | 5.2% | 5.4%
CCOc1cc(/C=C2\SC(=S)N(NC(=O)c3cccnc3)C2=O)ccc1O | -30.8% | x | 0.2% | x | 1.5 | 51 | 6.1% | 28.4%[20 µM] | -4.6% | x
CCC(=O)Nc1ccc2c(c1)Cc1cc(NC(=O)CC)ccc1-2 | -17.6% | 0.0%[50 µM] | -0.1% | -0.7% | -0.2 | 47 | -8.9% | 6.1% | 8.8% | 7.7%
COCCCNC(=O)CSc1nc2ccccc2c(=O)n1CCCN1CCCCC1 | 3.4% | -0.1% | 0.0% | -1.6% | 0.1 | 75 | -9.3% | -18.3% | 7.7% | -0.8%
Cc1cccc(N2CCN(C(=O)C(NS(=O)(=O)c3cccs3)c3ccccc3)CC2)c1C (stereo not drawn) | 22.2% | 6.3% | 0.2% | 5.5% | 7.6 | 56 | 4.8% | -14.9% | -13.5% | 0.0%
Cc1ccccc1-c1nc(CN(C)C(C)c2ccon2)c(C)o1 (stereo not drawn) | -34.9% | -0.5% | -0.1% | 0.4% | 0.0 | 79 | 20.5% | 2.7% | 15.4% | 1.2%
COc1ccc(C(=O)N2CCCC(CCC(=O)N3CCN(c4ccccn4)CC3)C2)cc1 (stereo not drawn) | -26.7% | 0.9%[50 µM] | 0.2% | -3.6% | 2.4 | 56 | 2.4% | 24.8% | 5.4% | 7.3%
O=c1cc(CN2CCN(S(=O)(=O)/C=C/c3ccccc3)CC2)c2ccc(O)cc2o1 | -38.2% | 0.8% | -0.3% | 6.6% | 3.2 | 69 | 9.0% | 13.9% | -2.7% | 9.8%
Cc1nc2ccccc2nc1OCc1ccccc1 | -10.6% | 3.2% | 0.1% | 1.7% | 1.1 | 53 | -4.2% | 29.0% | 9.7% | -2.0%
COc1ccc(/C=C/C(=O)NC(=S)Nc2ccc(S(=O)(=O)N=C(N)N)cc2)cc1OC | -3.7% | 0.2% | 0.0% | -3.2% | -0.3 | 91 | -17.8% | -4.0% | -8.5% | 11.9%
Cc1ccccc1NC(=O)c1ccccc1NC(=O)CCC(=O)O | -7.6% | 1.2% | -0.2% | 2.7% | 0.9 | 49 | -13.3% | -7.2% | 1.2% | -1.4%

# Gathered by group, the compounds so far with a thiophene ring, fused or not.
SMILES | NOD1 NF-kB reporter | UTI89 phage lysis | GPR55 beta-arrestin | KOR beta-arrestin-1 | NTR1 ag | NTR1 ag cell count 20 µM | GPR35 antagonists | KOR beta-arrestin-2 | GPR55 antagonists | Rac1 GTP hydrolysis
N#Cc1ccc(CSc2nnc(Cc3cccs3)n2Cc2ccco2)cc1 | -23.5% | -0.1% | -0.2% | -3.1% | -0.2 | 46 | 1.5% | 18.4% | 13.0% | 15.4%
COC(=O)c1sc(SC)c(S(=O)(=O)C(C)C)c1N/N=C(\C#N)S(=O)(=O)c1ccccn1 | -7.4% | 0.5% | 0.2% | 6.1% | 2.6 | 48 | 13.4% | 21.4% | 6.7% | 5.8%
Cc1cccc(N2CCN(C(=O)C(NS(=O)(=O)c3cccs3)c3ccccc3)CC2)c1C (stereo not drawn) | 22.2% | 6.3% | 0.2% | 5.5% | 7.6 | 56 | 4.8% | -14.9% | -13.5% | 0.0%

# Next compounds:
SMILES | NOD1 NF-kB reporter | UTI89 phage lysis | GPR55 beta-arrestin | KOR beta-arrestin-1 | NTR1 ag | NTR1 ag cell count 20 µM | GPR35 antagonists | KOR beta-arrestin-2 | GPR55 antagonists | Rac1 GTP hydrolysis
N#Cc1ccc(NC(=O)COC(=O)C2Cc3ccccc3CN2C(=O)c2ccccc2)cc1 (stereo not drawn) | -6.4% | 1.7%[50 µM] | 0.0% | 2.1% | 0.1 | 76 | -0.9% | -6.4% | 3.4% | 8.6%
CS(=O)(=O)Cc1ccc(C(=O)NC2CCN(Cc3ccccc3)C2)cc1 (stereo not drawn) | -19.3% | 0.8% | 0.7% | 5.7% | -0.3 | 46 | 13.5% | -24.2% | 9.4% | 1.5%
O=C(O)C1C2CCC(O2)C1C(=O)Nc1ccc(Cl)cc1F (stereo not drawn) | -16.3% | 2.1% | -0.2% | -4.2% | 0.1 | 63 | 17.9% | -1.7% | 3.9% | 18.0%
O=C(c1cc(COc2ccc(F)cc2Cl)on1)N1CCc2ccccc2C1 | -17.2% | -0.2% | 0.2% | 0.0% | 3.6 | 67 | 8.7% | -39.0% | 6.3% | -8.1%
COc1ccc(-c2nnc(SCC(=O)NCCc3ccc(S(N)(=O)=O)cc3)o2)cc1OC | -8.1% | 0.0% | -0.6% | 1.1% | -0.6 | 62 | 5.6% | 26.0% | -5.9% | 13.6%
COc1ccccc1NC(=O)NC1CCCCCCC1 | -31.9% | 0.0% | -0.1% | 1.5% | 0.7 | 58 | 6.0% | -4.9% | 2.3% | 3.4%
Cc1cc(=O)[nH]c(SCCc2ccccc2)n1 | -18.0% | 0.0% | 0.3% | -5.5% | 0.1 | 80 | 0.0% | 9.9%[20 µM] | 0.0% | 13.9%
Cc1c(NC(=O)C2CCCN2S(=O)(=O)c2cccc3nsnc23)cccc1C(=O)O (stereo not drawn) | 9.7% | 0.9% | -0.1% | -3.1% | 2.2 | 81 | -8.2% | 31.0% | 4.4% | 3.1%

# Following part
# Under each structure – NOD1 NF-kB reporter	UTI89 phage lysis	GPR55 beta-arrestin	KOR beta-arrestin-1	NTR1 ag	NTR1 ag cell count 20 µM	GPR35 antagonists	KOR beta-arrestin-2	GPR55 antagonists	Rac1 GTP hydrolysis
> Cc1ccc(C)c(-c2csc(N)c2C(=O)OC(C)C)c1
    4.3%	-0.1%	0.3%	-4.2%	20.3	64	-17.5%	25.0%	-3.0%	-2.0%
> Cc1ccc(C(=O)Nc2ccc(Oc3cccc(C(F)(F)F)c3)nc2)cc1
    9.1%	-0.1%	0.3%	4.7%	0.0	50	3.4%	-2.6%	3.5%	-5.7%
> Cc1ccc(N(C(=O)CNC(=O)c2ccco2)C(C(=O)NC2CCCCC2)c2cccnc2)cc1 (stereo not drawn)
    -31.1%	0.1%	0.1%	-6.0%	0.0	54	0.5%	-0.2%	9.5%	7.1%
> CC(C)Cc1nc(C#N)c(N2CCC(C(N)=O)CC2)o1
    -6.6%	4.0%	0.4%	2.3%	0.4	47	-1.2%	-4.1%	3.6%	7.2%
> CCN(CC)C(=O)Cn1nc(-c2ccccc2O)nc1SCC(=O)Nc1ccc(OC)cc1
    19.7%	0.1%	0.0%	-0.6%	0.3	47	14.4%	-73.3%	-9.3%	5.6%
> CC(=O)c1cccc(Nc2nc(=O)c3cccnc3s2)c1
    -6.9%	1.5%	-0.1%	-0.5%	0.6	52	-6.6%	-39.3%	14.2%	4.5%
> CCOc1ccc(S(=O)(=O)NC(C)C(=O)NCc2ccncc2)cc1 (stereo not drawn)
    -8.5%	0.1%	-0.1%	-2.5%	0.8	50	-13.3%	28.9%	2.5%	5.6%
> O=C(/C=C/c1ccncc1)c1ccc(NC(=O)c2ccccc2F)cc1
    -24.0%	-2.1%	1.5%	2.1%	x	x	-4.7%	18.6%	10.1%	8.5%
> CCN(Cc1ccncc1)C(=O)c1ccccc1NS(=O)(=O)c1ccc(Br)cc1
    1.1%	-1.5%[50 µM]	-0.1%	0.3%	0.8	77	3.6%	25.6%	-3.4%	15.7%
> CCOc1cc(/C=N/NC(=O)c2cccc([N+](=O)[O-])c2)ccc1OS(=O)(=O)c1ccccc1
    8.1%	0.0%	-0.1%	1.3%	-0.2	83	-4.7%	2.3%	9.5%	6.5%
> CN(c1ccccc1)S(=O)(=O)c1ccc(Cl)c(C(=O)OCC(=O)NCc2ccco2)c1
    0.5%	-0.3%[50 µM]	-0.1%	11.7%	-1.4	50	10.0%	0.7%	-2.1%	6.0%
> Nn1c(SCC(=O)N2CCCc3ccccc32)nncc1=O
    -42.4%	0.8%	-0.5%	-1.3%	2.6	50	-7.0%	-7.6%	-1.8%	4.8%
